# Source: PubChem BioAssay
# Vif-A3G inh: Vif-A3G binding inhibition. Potency, µM (series often up to 46.1 µM), without a hit: top-dose activity, negative = active, usual class: inhibitors. HeLa A3G-eYFP + Vif (tagged APOBEC3G with the HIV-1 protein that degrades it), YFP fluorescence, overnight. hit rate 0.076% among 410,000. AID 602310;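 further: potency means the concentration at half of the fitted maximal effect; on the % scale 0 is the no-effect control and ±100 the full control effect; nearly all actives have a fitted effect of over 60% in size; hits raise eYFP signal because A3G escapes Vif-driven loss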
# Target sequence (Q9HC16 whole entry, looked up): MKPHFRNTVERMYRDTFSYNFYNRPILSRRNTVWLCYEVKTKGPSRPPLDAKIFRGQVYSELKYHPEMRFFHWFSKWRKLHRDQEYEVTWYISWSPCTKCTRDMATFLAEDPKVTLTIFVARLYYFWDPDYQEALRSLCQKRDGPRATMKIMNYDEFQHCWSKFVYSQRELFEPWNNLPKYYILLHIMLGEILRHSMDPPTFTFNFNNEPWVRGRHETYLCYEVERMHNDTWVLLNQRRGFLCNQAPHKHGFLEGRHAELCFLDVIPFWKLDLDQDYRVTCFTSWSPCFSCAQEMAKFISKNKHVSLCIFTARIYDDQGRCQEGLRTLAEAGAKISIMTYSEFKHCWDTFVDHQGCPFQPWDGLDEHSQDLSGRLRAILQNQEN
#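 Read-out is eYFP fluorescence (Ex 488/Em 500-530) from Vif-expressing HeLa A3G-eYFP cells; more signal means A3G escaped Vif-mediated degradation. Cells plated overnight, compound pinned in, incubated overnight at 37 deg C.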
# RGS4 inhibitor: blocks human RGS4-accelerated GTP hydrolysis. Transcreener GDP fluorescence polarization, RGS4-accelerated GTP hydrolysis. Potency, µM (top dose mostly 114 µM), inactives show at the highest dose activity change, negative = inhibition, usual class: inhibitors. hit rate 0.039% among 390,000. AID 504845; further: potency means the concentration at half of the fitted maximal effect; on the % scale 0 is the no-effect control and ±100 the full control effect; nearly all actives have a fitted effect of over 75% in size; some results filed as inactive show a strong effect at the top dose
# Target sequence (P49798 whole entry, looked up): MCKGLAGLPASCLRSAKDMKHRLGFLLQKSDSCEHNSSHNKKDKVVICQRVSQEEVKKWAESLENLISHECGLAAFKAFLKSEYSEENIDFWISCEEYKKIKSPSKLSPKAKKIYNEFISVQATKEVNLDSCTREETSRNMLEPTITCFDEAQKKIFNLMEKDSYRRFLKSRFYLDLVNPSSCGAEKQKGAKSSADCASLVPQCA
#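 MLSMR compounds (23 nl, pin-transferred) preincubated 10 min at room temperature with a 500nM (2x) first reagent, then RGS4 at 900nM (2x) plus Transcreener GDP mix added; fluorescence polarization (620/688 nm) read before and after 90 min at 30 °C.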
# LDHA block: inhibitors of human lactate dehydrogenase A | P00338 | purified LDHA, NADH/diaphorase-resazurin fluorescence; stronger effect = lower value | activity change, % (values are at about 110 or 230 µM) | hit rate 0.15% among 480,000 | AID 1347041; in the data active means activity change below about -30%; inconclusive means mostly about -25% to -30%;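 further: plate controls were DMSO wells for no effect and wells without enzyme for full effect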
#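 Human LDH5 at 2 nM final in Tris HCl pH 7.4 with 0.06 mM NADH and 0.2 mM pyruvate, reacted 5 minutes at room temperature. Remaining NADH coupled via diaphorase/resazurin; resorufin fluorescence read at 0 and 20 minutes, normalized to enzyme-free and DMSO wells.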
# Vif-A3F inh: blocks the Vif interaction with APOBEC3F. HeLa A3F-eYFP + Vif (tagged APOBEC3F with the HIV-1 protein that degrades it), YFP fluorescence increase. Potency, µM (series often up to 46.1 µM), inactives show top-dose activity, negative = active. hit rate 0.2% among 390,000. AID 602313; further: potency means the concentration at half of the fitted maximal effect; % of control where 0% means no effect; nearly all actives have a fitted effect of over 65% in size
#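 Fluorescence increase (Ex 488/Em 500-530) after overnight compound treatment at 37 deg C flags inhibition of Vif-driven A3F-eYFP loss in stable HeLa A3F-eYFP/Vif cells seeded overnight beforehand.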
# rTrxR1 inhibitor: inhibitors of rat thioredoxin reductase 1 | recombinant rTrxR1, NADPH fluorescence consumption, selenite substrate | hit rate 1% among 390,000 | O89049 | Potency, µM (doses to about 114 µM), for the others: top-dose activity change, negative = inhibition, most hits filed as inhibitors; further: potency means the concentration at half of the fitted maximal effect; on the % scale 0 is the no-effect control and ±100 the full control effect; nearly all actives have a fitted effect of over 65% in size
#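 Rat TrxR1 (90 nM in the dispensed reagent) was pre-reduced with 400 uM NADPH for 5 min at room temperature, then incubated with compound for 15 min. After 400 uM selenite was added, NADPH fluorescence (Ex 340/Em 450 nm) was followed for 8 min.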
# GRP78 ERSR act: ER stress response induction in glioma; U87-MG GRP78 promoter luciferase reporter, 16 h; Potency, µM, for inactives: at the top dose activation, most hits filed as activators; hit rate 0.02% among 420,000; AID 602332; further: potency means the concentration at half of the fitted maximal effect; series mostly up to about 76 µM; % of control where 0% means no effect; nearly all actives have a fitted effect of over 35% in size
#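 ERSR induction read as luciferase luminescence (Bright-Glo, 10 min at room temperature) in stably transfected human U87-MG glioma cells exposed to compounds for 16 h, using GRP78 as sensor.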
# USP1-UAF1 inh: blocks the human USP1/UAF1 deubiquitinase complex | Potency, µM (titrated, usually from 57.1 µM), for the others: at the top dose activity change, negative = inhibition, most hits filed as inhibitors | O94782 | hit rate 0.23% among 390,000 | AID 743255 | recombinant USP1/UAF1, Ub-Rhodamine cleavage fluorescence; further: potency means the concentration at half of the fitted maximal effect; on the % scale 0 is the no-effect control and ±100 the full control effect; nearly all actives have a fitted effect of over 60% in size; inactives centre near -12
#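 In this screen, compounds sit with the deubiquitinase complex (1nM) for 15 min at room temperature before Ub-Rho is added at 150nM final. Fluorescence rise is then followed for 6 reads every 60 seconds.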
# mIDH1 inhibitor: inhibitors of human mutant IDH1 R132H; O75874; IDH1-R132H enzyme, NADPH consumption, diaphorase/resazurin fluorescence; Potency, µM (doses to about 76.6 µM), for the others: top-dose activity change, negative = inhibition, hits mostly inhibitors; hit rate 0.093% among 390,000; further: potency means the concentration at half of the fitted maximal effect; on the % scale 0 is the no-effect control and ±100 the full control effect; nearly all actives have a fitted effect of over 65% in size
# Target sequence (O75874 whole entry R132H, stated change not applied): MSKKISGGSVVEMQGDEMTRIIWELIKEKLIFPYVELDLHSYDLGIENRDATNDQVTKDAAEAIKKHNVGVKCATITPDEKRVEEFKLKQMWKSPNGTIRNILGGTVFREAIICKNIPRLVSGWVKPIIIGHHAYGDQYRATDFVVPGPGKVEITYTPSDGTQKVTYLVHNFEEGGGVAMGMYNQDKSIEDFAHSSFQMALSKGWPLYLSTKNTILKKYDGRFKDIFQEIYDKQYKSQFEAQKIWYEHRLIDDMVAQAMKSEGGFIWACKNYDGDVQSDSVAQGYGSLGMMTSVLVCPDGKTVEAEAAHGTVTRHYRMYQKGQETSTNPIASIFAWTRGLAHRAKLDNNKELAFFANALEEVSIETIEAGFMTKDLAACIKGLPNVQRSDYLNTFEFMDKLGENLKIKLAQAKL
#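 IDH1-R132H (0.5 ug/mL) preincubated 30 min with compound, then NADPH (0.016 mM) and alpha-KG (2 mM) added; 80 min at RT, pH 7.5. Remaining NADPH coupled via diaphorase/resazurin to fluorescence (540/590 nm); concentration-response curves normalized to no-enzyme control.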
# TrxR1 substrate: substrates of rat thioredoxin reductase 1 | hit rate 0.01% among 390,000 | O89049 | Potency, µM (titrated, usually from 114 µM), inactives show top-dose activity change, negative = substrate turnover | purified TrxR1 substrate turnover, NADPH consumption readout | AID 588456; further: potency means the concentration at half of the fitted maximal effect; on the % scale 0 is the no-effect control and ±100 the full control effect; nearly all actives have a fitted effect of over 50% in size
#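 Rat TrxR1, dispensed at 90 nM, was prereduced with 400 uM NADPH (final) for 5 min at ~22 deg C, then incubated with compound 15 min before 400 uM selenite. A first-read NADPH fluorescence drop versus no-compound background flagged substrates.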
# * hit, by the source's call; ? = inconclusive; . = not tested or not shown; & = joins results of further samples; [ ] = remark or other dose. Unless noted, the call rests on the fitted dose curve; in most records, active means well fitted curve in the direction sought with a large enough effect; inconclusive means small, poorly fitted or top-dose-only effect, or another doubt; inactive means no such curve, though single readings can be large; an effect the other way counts as inactive or inconclusive. The list is partial. The share of hits here may be higher or lower than overall.
SMILES,Vif-A3G inh,RGS4 inhibitor,LDHA block,Vif-A3F inh,rTrxR1 inhibitor,GRP78 ERSR act,USP1-UAF1 inh,mIDH1 inhibitor,TrxR1 substrate
C=CCc1cccc(/C=N/c2nc3ccccc3n2CC)c1O,1.0%,8.3%,1.7,0.9%,-8.3%,-2.9%,-4.3%,2.2%,-1.5%
CCCCOc1ccc(-c2c(C#N)c(N)nc(SCC(N)=O)c2C#N)cc1,-19.8%,-48.9%,-13.9,-1.1%,0.3%[57.1 µM],-5.2%,-12.9%,1.1%,-1.8%
CNc1cc(CS(=O)c2ccccc2)nc(-c2ccccc2)n1 (stereo not given),-6.1%,-11.7%,-7.3,-21.4%,4.9%[57.1 µM],-2.1%,-6.9%,7.7%,7.0%[57.1 µM]
COc1ccc(-c2ccc3c(N)c(C(=O)Nc4ccc(C)cc4C)sc3n2)cc1OC,-17.3%,-33.5%,2.2,?,-5.6%,-2.7%,-5.8%,-19.3%,33.8%[activator]
COc1ccccc1NC(=O)N(C)C[C@H]1OCc2cnnn2CCCC(=O)N([C@H](C)CO)C[C@H]1C,0.1%,.,-7.6,-4.7%,.,-5.4%,-11.5%,1.5%,.
O=C1N(c2ccccc2)C[C@@H]2C[C@@H](c3cc4ccccc4o3)N3CCC[C@@]123,-9.5%,-30.3%,-3.2,-0.1%,?,-6.3%,-9.3%,1.8%,9.0%[57.1 µM]
Cc1ccc(C(=O)c2sc(Nc3ccc(F)cc3)c(C#N)c2N)cc1,.,-28.2%,-1.7,.,22.2%[11.4 µM],.,-22.4%,.,2.5%
C[C@@H](O)[C@H]1O[C@]2(C)CCC[C@H]1O2,3.6%,-11.2%,1.4,-14.2%,12.4%,-0.7%,-3.6%,-6.2%,4.3%
NC(=O)C1CCN(C(=O)NC(=O)c2ccccc2)CC1,0.1%,0.0%,1.2,-1.8%,-12.3%,-5.9%,-8.2%,-12.9%,-8.6%
COc1ccc(OCC(=O)NC(=S)Nc2ccc(S(=O)(=O)Nc3cc(OC)nc(OC)n3)cc2)cc1,-1.3%,0.0%,-5.1,9.4%,5.6%,-3.9%,1.5%,4.0%,5.0%[11.4 µM]
O=C(Nc1ccc(F)cc1F)C1CCN(S(=O)(=O)c2cccnc2)CC1,-3.9%,5.8%,-7.7,1.1%,15.6%,-3.3%,-12.1%,-5.8%,0.8%
CCCN(CCC)Cc1c(C(=O)N/N=C/c2ccc(Br)cc2)nnn1-c1nonc1N,-3.6%,-4.2%,5.6,-14.2%,4.0%,11.3%,?,5.7%,-12.3%
CCC(=O)NCCc1nc2ccccc2n1Cc1ccc(C)cc1,1.3%,-1.1%,-5.0,-2.4%,12.5%,-3.8%,-19.3%,4.5%,5.4%
O=C(Nc1ccccc1C(=O)Nc1ccc(Cl)cc1)c1cccnc1,-5.8%,-39.6%,-0.4,1.9%,14.6%,-5.5%,-25.7%,10.9%,1.9%
CCN1CCN(C(=O)c2cc3c(=O)oc4ccc(C)cc4c3s2)CC1,0.5%,-4.6%,-7.7,-1.4%,22.8%,0.3%,-14.9%,-10.6%,1.7%
COc1ccccc1N(CC(O)CN1CCC(C)CC1)S(=O)(=O)c1ccccc1 (stereo not given),6.1%,-3.9%,-8.4,4.0%,14.1%,-6.1%,-19.1%,-0.9%,2.0%
COc1ccc(C2/C(=C(/O)c3ccc4c(c3)CC(C)O4)C(=O)C(=O)N2CCCN2CCOCC2)cc1OC (stereo not given),0.7%,14.6%,9.2,0.1%,-8.2%,-2.6%,-17.3%,1.9%,-5.7%
O=C(Cn1c(-c2cccs2)cc2cc(Cl)ccc21)NCc1ccccc1,3.2%,-14.4%,-5.6,1.3%,23.5%,-2.3%,-20.3%,-2.7%,42.5%[activator]
COc1ccccc1N1CCN(C(=O)C(C)N(c2ccc(C)cc2)S(C)(=O)=O)CC1 (stereo not given),-7.1%,44.8%,0.8,-0.3%,-3.2%[57.1 µM],-1.6%,-11.5%,0.2%,5.5%[57.1 µM]
Cn1c(=O)cc(OCC(=O)NCc2cccnc2)c2ccccc21,-0.1%,13.1%,0.2,-2.9%,24.9%[57.1 µM],2.0%,-4.6%,-0.1%,13.7%[57.1 µM]
NS(=O)(=O)c1ccc(CCNC(=O)c2ccccc2[N+](=O)[O-])cc1,0.8%,-3.3%,-1.8,-5.6%,-9.7%,-5.1%,-5.0%,3.3%,-9.4%
COc1ccc(N2CC(C(=O)Nc3ccc(S(=O)(=O)Nc4nccs4)cc3)CC2=O)c(OC)c1 (stereo not given),-0.5%,-6.9%,-2.2,6.4%,7.4%,-5.1%,-16.7%,7.1%,-3.7%
Cc1ccc(-c2csc(N)n2)cc1,-4.9%,-27.8%,0.7,-3.3%,?,7.8%,?,6.0%,-11.9%
Cc1nc(Nc2nc(CSc3nc4ccccc4[nH]3)cc(=O)[nH]2)nc2ccccc12,-10.4%,-33.8%,5.5&-1.1,2.3%,5.5%[57.1 µM],-6.1%,-8.8%,0.3%,-7.1%[57.1 µM]
O=C1NC2(CCN(Cc3ccccc3)CC2)Oc2ccccc21,0.4%,29.7%,-3.0,-7.7%,10.8%,-4.0%,4.2%,-4.2%,-4.9%
CCOC(=O)c1c(C)[nH]c(C(=O)N/N=C/c2cc([N+](=O)[O-])ccc2O)c1C,6.2%,8.9%,-3.7,6.1%,0.9%,-0.3%,-20.0%,2.5%,-4.5%
CCOc1cc(NC(=S)NCc2ccco2)c(OCC)cc1NC(C)=O,-1.1%,-17.7%,-3.0,-6.8%,?,-3.6%,-17.6%,0.4%,11.1%
O=C(CSc1nc2ccccc2c(=O)n1Cc1ccco1)N1CCCC1,0.3%,-3.0%[11.4 µM],-1.2,-2.7%,3.6%,-1.7%,-22.6%,6.4%,0.8%
Cc1ccc(OCC(=O)N2CCCC(CCC(=O)N(C)CCc3ccccn3)C2)cc1 (stereo not given),0.6%,2.0%,-1.3,1.8%,27.9%,0.9%,-23.4%,-3.9%,6.3%
c1ccc(-c2nnnn2-c2ccccc2)cc1,-5.7%,-4.9%,-12.7,-6.4%,6.1%,-5.3%,-19.7%,-8.1%,-2.7%
COc1ccccc1N1CCN(C(=O)c2cc3ccccc3[nH]2)CC1,-12.6%,3.6%,-10.6,-2.9%,1.1%,-3.6%,-7.4%,-8.9%,-6.2%
Cc1cnc(NC(=O)c2sc3ccccc3c2Cl)s1,-1.8%,2.6%,-3.7,-15.2%,25.8%[57.1 µM],-5.2%,2.0%,16.2%,-2.4%[57.1 µM]
Cc1ccc(C)c(CN2C(=O)c3ccccc3S(=O)(=O)c3ccc(C(=O)N(C)C4CCCCC4)cc32)c1,.,-12.2%,4.3,.,19.3%,.,-13.8%,.,6.8%
CCCCCCCCC(=O)N1C(C)CCC1C (stereo not given),2.5%,.,0.6,-2.9%,.,-1.7%,-10.5%,18.9%,.
CCCCN(CC)CCNC(=O)Cn1cc2c(n1)-c1c(oc(C(=O)N3CCCC3)c1C)CC2,1.9%&7.7%,6.6%&20.0%,4.0&16.2,-1.0%&-0.1%,26.3%&11.3%,-3.4%&-0.5%,?,-2.0%&0.0%,5.2%&-3.0%
CCOC(=O)c1ccc(NC(=S)NCc2ccco2)cc1,-6.3%,-10.6%,-0.1,-0.5%,-16.0%,10.1%,-6.4%,-6.8%,-7.4%
CC(=O)Nc1ccc(S(=O)(=O)N(Cc2ccco2)Cc2cc3ccccc3[nH]c2=O)cc1,1.6%,-9.2%[11.4 µM],0.2,0.5%,-30.8%,-5.7%,-19.2%,1.9%,6.5%
CCOc1ccc(-c2cccc(NC(=O)COc3ccc(Cl)cc3)c2)nn1,-2.9%,15.1%,-3.0,-3.4%,29.7%,-0.6%,-16.5%,0.1%,-0.5%
CC1(C)N=C(SCC(=O)Nc2ccccc2)C(c2ccc(Cl)cc2)=N1,-8.6%,11.0%,-4.9,1.8%,.,-4.8%,-19.1%,2.5%,9.1%[57.1 µM]
CSc1ccc(CN2CCc3c([nH]c4ccccc34)C2)cc1,-2.2%,11.5%,-12.0,3.3%,0.3%[57.1 µM],-6.1%,-22.5%,9.1%,4.0%[57.1 µM]
COc1ccc(C2CC(c3ccc(Br)cc3)=NN2C(=O)CSC2=NCCS2)cc1 (stereo not given),1.3%,-15.0%,1.5,-8.8%,-12.3%,-3.5%,-8.3%,2.6%,2.2%
Cc1ccc(CC2CC(=O)N(c3nc4ccccc4n3C)C2=O)cc1 (stereo not given),-0.1%,-17.0%,-1.0,0.7%,-10.2%,-5.5%,-16.5%,3.0%,-10.0%
CCNc1nc(NCC)nc(N/N=C/c2cc(OC)c(OC)c(OC)c2)n1,-0.2%,-10.1%,1.3,-0.1%,-7.5%,-1.2%,-16.9%,-2.2%,-9.9%
CC(C)c1onc(C(=O)NCc2ccccc2)c1[N+](=O)[O-],0.6%,-11.2%,3.7,-0.7%,-14.6%,-1.9%,-3.1%,0.5%,-17.3%
